Source: PubChem
Rab2A wt mod: changes GTP binding to wildtype dog Rab2A, up or down; GTP binding activity, % at 10 µM; GST-Rab2 wt beads, Bodipy-GTP binding, flow cytometry; actives 0.19% (n = 190,000); P61105;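 active = GTP binding activity at least 20 points away from 100%, either lowered or raised; inconclusive = signal likely due to the compound's own green fluorescence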;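 note: 0% = beads with excess unlabeled GTP and 100% = no-compound control corrected for plate trend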
Rac1 act GTP bind: human Rac1 activated mutant GTP binding change. AID 764. GST-Rac1 activated beads, fluorescent GTP binding, flow cytometry; actives lie on both sides; 100% means binding = to untreated wells. percent activity (GTP binding), % at 10 µM. actives 0.11% (n = 190,000). P63000;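 active = GTP binding at least 20 percentage points away from the 100% baseline, in either direction, so actives lie on both sides; inconclusive = Compound likely fluorescent itself, or too few beads counted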
HRas wt GTP bind: modulators of GTP binding to human HRas wildtype; P01112; GST-Ras wt beads, Bodipy-FL-GTP binding, flow cytometry; actives lie on both sides; GTP binding activity, % at 10 µM; actives 0.14% (n = 190,000); AID 759;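 active = GTP binding activity at least 20% away from the 100% baseline, either lowered as inhibitor or raised as activator; inconclusive = flagged as likely green fluorescent, judged across all proteins in the well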;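 note: 0% = unlabeled GTP competition control and 100% = no-compound control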
Target sequence (P01112 whole entry, looked up): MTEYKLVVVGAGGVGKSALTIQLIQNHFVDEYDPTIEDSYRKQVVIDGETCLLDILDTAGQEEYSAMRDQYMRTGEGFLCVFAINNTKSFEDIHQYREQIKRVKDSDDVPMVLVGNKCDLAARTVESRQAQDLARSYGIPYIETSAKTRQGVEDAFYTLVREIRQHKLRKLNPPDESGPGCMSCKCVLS
Rac1 wt modul: alters GTP binding to wildtype human Rac1 | P63000 | GST-Rac1 beads, fluorescent GTP binding, flow cytometry; actives lie on both sides; 0 = cold GTP competed, 100 = untreated | GTP binding activity (% of control), % at 10 µM | actives 0.27% (n = 190,000);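 active = GTP binding activity at least 20 points away from the 100% control level, either lower or higher; inconclusive = compound flagged as likely green fluorescent, judged across all proteins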
Cdc42 wt: changes GTP binding to wildtype human Cdc42; percent activity (GTP binding), % at 10 µM; GST-Cdc42 beads, Bodipy-GTP binding, flow cytometry; actives lie on both sides; AID 761; actives 0.2% (n = 190,000);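 active = percent activity GTP binding at least 20 points away from the 100% baseline, either down as inhibitor or up as activator; inconclusive = compound flagged as likely green fluorescent from well-wide comparison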;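 note: median bead fluorescence of bound Bodipy-FL-GTP at 100 nM; 0% = excess unlabeled GTP control and 100% = no compound control; below 100% means less GTP binding so inhibitor and above means activator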
Target sequence (P60953 whole entry, looked up): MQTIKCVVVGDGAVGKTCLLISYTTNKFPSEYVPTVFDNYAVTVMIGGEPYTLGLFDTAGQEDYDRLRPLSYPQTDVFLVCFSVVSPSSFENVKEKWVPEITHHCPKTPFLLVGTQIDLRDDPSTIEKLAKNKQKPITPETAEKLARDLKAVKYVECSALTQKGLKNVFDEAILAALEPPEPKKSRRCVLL
Rab7 wt GTP bind: alters GTP binding to wildtype dog Rab7; GTP binding activity (percent of control), % at 10 µM; actives 0.055% (n = 190,000); GST-Rab7 beads, fluorescent GTP binding, flow cytometry; actives lie on both sides; untreated = 100%, excess cold GTP = 0%;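 active = fluorescent GTP binding to Rab7 beads changed by at least 20 points from the 100% baseline, either direction, mostly lower; inconclusive = compound itself probably fluorescent, or too few beads counted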;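 note: median green fluorescence of bound Bodipy-FL-GTP per Rab7 bead population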
Mcl1-Bid inh: disrupts binding of human Mcl-1 to Bid peptide; TR-FRET Mcl-1/Bid-Dy647 peptide binding, 1536-well; inhibition, % at 21.7 µM; actives 0.97% (n = 220,000);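 active = compounds that cut the binding signal by more than half at the single screening dose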;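 note: His-tagged Mcl-1 with europium anti-His antibody binding Bid BH3 peptide; 0% = Mcl-1 plus peptide wells and 100% = peptide-only wells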
Target sequence (Q07820 whole entry, looked up): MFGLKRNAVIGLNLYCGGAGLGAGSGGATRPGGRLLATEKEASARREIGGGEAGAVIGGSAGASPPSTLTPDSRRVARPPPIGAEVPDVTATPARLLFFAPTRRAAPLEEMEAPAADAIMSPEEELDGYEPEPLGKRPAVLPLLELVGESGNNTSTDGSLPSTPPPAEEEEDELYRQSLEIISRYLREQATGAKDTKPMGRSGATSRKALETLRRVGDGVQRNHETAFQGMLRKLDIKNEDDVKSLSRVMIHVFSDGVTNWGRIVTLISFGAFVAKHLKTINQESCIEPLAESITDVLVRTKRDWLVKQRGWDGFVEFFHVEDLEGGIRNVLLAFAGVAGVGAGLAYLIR
Pf gametocyte: inhibitors of late stage P. falciparum gametocyte viability. P. falciparum stage V gametocytes, ATP luminescence, 24 h. inhibition, % at 10.9 µM. actives 0.065% (n = 150,000). AID 743093;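 active = inhibition above the mean plus 3 SD of compounds within the control limits, set per campaign, cut at about 38% in these data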;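 note: 0% = DMSO wells and 100% = medium only without gametocytes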
Avidin bead fluor: compound fluoresces at 488/530 nm on avidin beads; compound fluorescence 488/530 nm, flow cytometry; hits give high values; fluorescence (KMESF) at 10 µM; actives 0.38% (n = 220,000); AID 1775; in the data active = fluorescence above about 47; note: inactives centre near 10
Bim-Mcl-1: human Bim-Mcl-1 interaction inhibition | Q07820 | Bead-based flow cytometry, Bim peptide-Mcl-1 binding | inhibition, % at 10 µM | actives 0.1% (n = 190,000); in the data active = inhibition above about 40%;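 note: 0% = no compound tracer wells and 100% = peptide blocker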
Mcl1 Noxa PPI: Mcl-1/Noxa interaction inhibition; inhibition, % at 21.7 µM; Q07820; AID 1022; actives 1.5% (n = 220,000); TR-FRET Mcl-1/Noxa peptide binding, 2 h;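 active = compounds that cut the protein-peptide binding signal by more than 50% relative to plate controls in a single-dose test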;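 note: His-tagged Mcl-1 with rhodamine Noxa BH3 peptide and terbium anti-His antibody; 0% = Mcl-1 plus Noxa peptide wells and 100% = peptide-only wells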
Active calls of the source: *; u = inconclusive; x = not tested or not shown; [ ] = remark or other dose.

SMILES	Rab2A wt mod	Rac1 act GTP bind	HRas wt GTP bind	Rac1 wt modul	Cdc42 wt	Rab7 wt GTP bind	Mcl1-Bid inh	Pf gametocyte	Avidin bead fluor	Bim-Mcl-1	Mcl1 Noxa PPI
O=c1c2sc3nc(N4CCOCC4)c4c(c3c2ncn1CCc1ccccc1)CCCC4	96	95	98	98	95	96	16	x	8	0	2
O=C(Nc1ccc(N2CCN(C(=O)c3ccccc3)CC2)c(Cl)c1)c1ccco1	100	98	99	102	102	102	-32	x	13	-2	17
O=[N+]([O-])c1cc(-c2nnc(C34CC5CC(CC(C5)C3)C4)o2)cc([N+](=O)[O-])c1	96	96	98	95	96	99	-3	-3	21	-1	0
O=C(O)c1cn(CCOc2ccccc2Cl)c2ccccc12	119	115	113	121*[activator]	117	113	-1	6	6	-1	-2
O=C(O)c1ccc(/C=N/NC(=S)NCCN2CCOCC2)cc1	99	96	98	94	95	103	-19	12	11	-6	-1
c1csc(Cc2nn3c(-c4ccncc4)nnc3s2)c1	99	99	100	102	102	100	-4	5	28	-2	22
CC1CCCN(C(=O)C2CCCN(S(=O)(=O)c3cccc4nsnc34)C2)C1 (centres undefined)	98	98	100	103	101	100	-2	x	5	0	15
CN(CCc1ccccc1)Cc1nc(-c2cnccn2)no1	99	96	99	100	98	103	-29	-4	12	-1	15
O=C(Nc1ccc(Cl)cc1)c1ccsn1	104	104	102	106	100	100	-28	-1	13	-9	11
Cn1c(=O)n(Cc2ccccc2)c(=O)c2c1nc1n2CCCN1Cc1ccccc1	90	96	92	94	92	91	-5	2	10	4	2
O=C(CCN1CCN(c2ccccc2)CC1)N/N=C/c1ccc([N+](=O)[O-])o1	99	96	98	95	90	103	-49	11	9	0	24
Cc1ccsc1/C=C(\C#N)C(=O)NCc1ccco1	u	u	u	u	u	u	-2	8	9	-1	3
O=C(CNC(=S)N(Cc1ccccc1)Cc1cccnc1)NC1CCCC1	96	97	98	101	101	98	-10	3	12	0	10
O=C(CSc1nnc(NC(=O)C2CCCCC2)s1)NCc1ccco1	101	94	99	100	100	107	-37	4	11	1	3
Cn1c(-c2ccc(F)cc2)cnc1SCC(=O)NCc1ccco1	105	99	105	102	103	106	-70	16	15	1	15
Cc1cccc(Sc2nc(-c3ccccc3)ncc2C(=O)O)c1	97	91	95	97	95	97	-6	-18	9	-6	8
CC(C)C(=O)NC(=S)Nc1ccc(CN2CCOCC2)cc1	94	93	93	94	92	92	-38	-7	7	2	8
COc1ccc(C(=O)N/N=C/C2CC=CCC2)cc1OC (centres undefined)	99	95	96	96	94	105	-21	3	10	-1	-31
COC(=O)c1ccc(C(=O)OC)c(NC(=O)COc2ccccc2OC)c1	103	99	105	101	101	99	-18	4	7	0	7
OCCn1c(-c2ccc(F)cc2)csc1=Nc1ccccc1	98	98	100	100	99	96	25	11	12	0	23
CCc1cccc(C)c1NC(=S)NCc1ccccc1	96	96	96	105	103	95	-10	16	5	-4	0
OCC1(Cc2ccccc2)CCN(Cc2ccc(-c3ccco3)cc2)CC1	97	95	99	102	99	103	-50	-2	11	-5	-4
CC(C)(C)C(=O)OCCn1c(=O)c2cc3c(=O)n(CCOC(=O)C(C)(C)C)c(=O)c3cc2c1=O	94	95	96	97	94	97	21	x	23	9	14
CC(c1ccco1)N(C(=O)c1ccccc1NS(=O)(=O)c1cc([N+](=O)[O-])ccc1Cl)c1ccccn1 (centres undefined)	96	98	99	99	101	97	6	9	12	-1	19
CCCCc1nn2c(N)c(/C=C3\C=Nc4ccccc43)c(=O)nc2s1	95	94	98	100	96	96	-20	x	6	-3	-10
COc1cc(OC)c(NC(=S)NCc2ccc(F)cc2)cc1Cl	101	93	102	99	95	108	-16	21	13	-3	5
O=C(NC(=S)N1CCN(c2ccc([N+](=O)[O-])cc2)CC1)c1ccccc1F	102	102	103	102	102	101	-67	2	6	-1	16
CCCCCCN1CC(O)=C(c2nc3ccccc3[nH]2)C1=N	101	103	103	106	102	104	-34	4	25	-3	13
CC(C)OCCCn1c(NN)nc2ccccc2c1=O	94	91	92	88	93	98	-5	x	15	-1	-6
O=C(C1CC1)N1CCc2cc(Br)cc(S(=O)(=O)NCc3ccc4c(c3)OCO4)c21	98	100	98	103	101	100	-11	x	23	2	3
Cc1cc(C)c2nc(Cl)c(C3NC(=O)c4ccccc4N3)cc2c1 (centres undefined)	94	97	94	95	94	92	-36	3	11	0	3
Cc1ccc2[nH]c(=O)c(CN(Cc3ccco3)C(=O)c3ccncc3)cc2c1	98	96	97	99	95	92	-44	3	12	0	7
Cc1ccc(C(=O)NS(=O)(=O)c2ccccc2)cc1	96	95	96	101	98	96	-4	x	10	6	1
C=CCN(CC=C)C(=O)c1c(OC)cccc1OC	98	98	98	103	99	102	10	-1	1	-3	23
O=[N+]([O-])c1cnn(-c2nc(-c3ccccc3)cc(C(F)(F)F)n2)c1	98	97	100	106	99	101	-15	-9	10	0	16
O=S1(=O)N=C(N(CCO)/N=C/c2ccncc2)c2ccccc21	66*	76*	67*	56*	64*	83	0	10	22	27	8
Cc1nnc(SCC(=O)N2CCc3ccccc3C2)n1-c1ccccc1	102	102	101	106	103	102	-21	6	12	-3	-2
COc1cc(OC)c(OC)cc1CN1CCCC(C(=O)c2ccccc2SC)C1 (centres undefined)	101	95	101	100	98	107	-17	x	2	-5	-11
CCOc1cc(/C=N/NC(=O)c2cccs2)cc([N+](=O)[O-])c1O	u	u	u	u	u	u	-5	x	8	19	46
CC(=O)c1cccc(NC(=O)C2CCCCC2)c1	95	94	97	94	98	94	-17	-30	12	-3	24
Cc1ccc2nc(NC(=O)COC(=O)CSc3nc(C)cc(C)n3)sc2c1	105	102	104	104	107	100	-17	x	6	-2	-3
CC(C)(C)c1ccc(NC(=O)Nc2ccc(F)cc2)cc1	98	95	101	101	98	105	-7	21	19	-2	-4
Cc1ccccc1NC(=O)c1ccc2snnc2c1	98	99	97	99	95	102	-32	x	9	0	1
CCc1nnc(NC(=O)Cn2nnc(-c3ccccc3F)n2)s1	98	99	102	110	103	99	-26	x	7	3	1
O=S(=O)(c1cccs1)N1CCC(Cc2ccccc2)CC1	95	92	97	97	96	96	11	x	18	-2	-4
CCN(Cc1ccccc1)S(=O)(=O)c1cc(C(=O)NCC2CCCCC2)ccc1OC	97	100	100	105	100	98	-15	-2	8	-3	-18
CCOc1ccc(C2=Nn3c(nnc3-c3cccnc3)SC2)cc1	92	95	92	91	94	95	1	0	36	4	28
CCCC(=O)Nc1ccc(C(=O)n2nnc3ccccc32)cc1	98	100	97	97	98	97	-1	x	18	-5	16
CC1(C)Cc2nc3sc4c(=O)n(Cc5ccccc5)cnc4c3cc2CS1	100	102	100	100	98	95	-17	-14	15	13	-7
CC(C)CN(C(=O)COC(=O)c1ccc2c(c1)NC(=O)CS2)C1CCS(=O)(=O)C1 (centres undefined)	100	99	100	101	101	102	-18	-5	4	0	16
Cc1cccc(Nc2nc(N)c([N+](=O)[O-])c(N3CC(C)CC(C)C3)n2)c1 (centres undefined)	96	99	100	106	91	101	1	-1	13	-6	14
Cc1cc(C)n(CCOC(=O)c2sc3ccccc3c2Cl)n1	100	96	100	104	101	98	9	-19	19	4	-12
Cc1cc(C)n2nc(SCCC(=O)NCc3ccccc3)nc2n1	95	95	95	100	92	94	-9	-14	11	1	-5
COC(=O)c1ccccc1NC(=O)c1ccc(-c2ccc(Br)cc2)o1	100	101	101	103	100	101	-5	x	9	-1	19
CCOC(=O)C1=C(O)/C(=C\c2cccs2)N=C1C	100	98	103	101	100	99	-9	-26	5	-2	7
CC(C)NS(=O)(=O)c1ccc(CCC(=O)Nc2ccc3c(c2)OCO3)cc1	98	96	97	99	93	99	-22	-52	12	-3	9
CC(=O)Nc1ccc2oc(-c3cc(F)c(F)cc3Cl)nc2c1	98	96	95	97	95	96	9	-20	9	-4	10
CCOc1ccccc1N1CCN(Cc2ccc(OC)c(OC)c2)CC1	99	98	100	104	102	101	48	5	30	-1	19
COc1ccccc1CNC(=O)CNC(=O)Cn1cnc2ccccc2c1=O	104	103	103	108	107	104	-14	4	27	-3	7
Cn1ncc([N+](=O)[O-])c1C(=O)Nc1ccc(C2CCCCC2)cc1	93	92	95	93	92	97	8	x	13	-1	9

Compound profiles, from the list above. Values in the order: Rab2A wt mod | Rac1 act GTP bind | HRas wt GTP bind | Rac1 wt modul | Cdc42 wt | Rab7 wt GTP bind | Mcl1-Bid inh | Pf gametocyte | Avidin bead fluor | Bim-Mcl-1 | Mcl1 Noxa PPI
Entry for CCOC(=O)C1=C(O)/C(=C\c2cccs2)N=C1C → 100 | 98 | 103 | 101 | 100 | 99 | -9 | -26 | 5 | -2 | 7
Entry for CC(C)NS(=O)(=O)c1ccc(CCC(=O)Nc2ccc3c(c2)OCO3)cc1 → 98 | 96 | 97 | 99 | 93 | 99 | -22 | -52 | 12 | -3 | 9

The list goes on.
SMILES	Rab2A wt mod	Rac1 act GTP bind	HRas wt GTP bind	Rac1 wt modul	Cdc42 wt	Rab7 wt GTP bind	Mcl1-Bid inh	Pf gametocyte	Avidin bead fluor	Bim-Mcl-1	Mcl1 Noxa PPI
C=CCNC(=O)c1onc(CCl)c1C(=O)OC	99	98	101	106	103	102	10	x	29	-5	3
CCc1nnc(NC(=O)CSc2nnc(COc3ccccc3C)o2)s1	99	95	99	104	101	100	-9	x	11	-2	-6
CCOc1ccc(S(=O)(=O)N2CCC(C(N)=O)CC2)c2ccccc12	100	97	99	103	100	100	7	x	30	-4	17
COc1ccc(CN(C)CC(=O)Nc2sc3c(c2C#N)CCC3)c(OC)c1	95	92	93	93	95	95	-43	4	10	0	12
Cc1cccc(N2CC(=O)N(c3cccc(C)c3)CC2=O)c1	103	99	103	107	102	100	-19	9	10	2	1
c1ccc2c(-c3nnc(SCc4cn5ccccc5n4)o3)c[nH]c2c1	96	97	98	98	98	97	-42	x	4	0	12
Cc1cc(C)n2nc(C(=O)NC(c3ccccc3)c3ccccc3)nc2n1	95	95	94	99	96	94	-12	3	11	0	10
C/C(CC(=O)Nc1cc(C)ccn1)=N\NC(=O)C(=O)NC(C)C	99	96	97	98	99	98	-62	-6	13	0	2
Cn1cc(CNCc2cn(C)nc2-c2ccc(C3CCCCC3)cc2)cn1	99	97	98	100	97	103	-30	17	9	-2	17
CCN(CC)CCNC(=O)Cc1nn(Cc2ccccc2)c(=O)c2ccccc12	99	96	97	95	93	99	-32	22	11	0	10
O=C1CNC(=O)/C1=C/c1ccccc1	100	99	103	104	102	107	-65	x	5	-3	0
O=C(Nc1cccc2cccnc12)c1ccc2c(c1)OCCO2	99	97	100	100	99	99	-20	-2	13	-3	11
CC(C)CNC(=O)C(=O)NNC(=O)C1CCCCC1	u	u	u	u	u	u	-19	x	8	3	1
CS(=O)(=O)Nc1cccc(C2=NN(S(=O)(=O)c3ccc(F)cc3)C(c3cccs3)C2)c1 (centres undefined)	99	100	102	104	99	104	-16	x	3	-9	-5
